GAA inhib – qHTS Assay for Inhibitors of Human alpha-Glucosidase as a Potential Chaperone Treatment of Pompe Disease; Lysosomal alpha-glucosidase (Homo sapiens), P10253; purified human GAA, 4-MU-alpha-glucoside fluorescence; Potency, µM (top dose mostly 76.9 µM), without a hit: top-dose activity change, negative = inhibition, usual class: inhibitors; hit rate 0.005% among 200,000; AID 1466, 2008;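 note: plate controls were uninhibited enzyme wells for no effect and no-enzyme background for full effect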
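Human alpha-glucosidase, 4 nM, pre-mixed with test compounds before 400 uM 4-methylumbelliferyl substrate; 20 min room temperature at pH 5.0. Fluorescence read after pH 10 stop; AC50 values from Hill-equation fits.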
KDM4E inh – qHTS Assay for Inhibitors of Human Jumonji Domain Containing 2E (JMJD2E); JMJD2E catalytic domain, FDH-coupled NADH fluorescence (FDH is formaldehyde dehydrogenase); Lysine-specific demethylase 4E (Homo sapiens), B2RXH2; Potency, µM (doses to about 57.1 µM), for the others: at the highest dose activity change, negative = inhibition, usual class: inhibitors; hit rate 1.6% among 230,000; active = well fitted inhibition curve with a large enough effect, not every such curve was filed as active; inconclusive = small, poorly fitted or top-dose-only effect, or another doubt; inactive = no such curve, though single readings can be large or run the other way;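 note: 0% = wells with enzyme and -100% = buffer wells without enzyme; nearly all actives have a fitted effect of over 50% in size; many of its hits are not listed in these tables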
Target sequence (B2RXH2 1-337 limits assumed): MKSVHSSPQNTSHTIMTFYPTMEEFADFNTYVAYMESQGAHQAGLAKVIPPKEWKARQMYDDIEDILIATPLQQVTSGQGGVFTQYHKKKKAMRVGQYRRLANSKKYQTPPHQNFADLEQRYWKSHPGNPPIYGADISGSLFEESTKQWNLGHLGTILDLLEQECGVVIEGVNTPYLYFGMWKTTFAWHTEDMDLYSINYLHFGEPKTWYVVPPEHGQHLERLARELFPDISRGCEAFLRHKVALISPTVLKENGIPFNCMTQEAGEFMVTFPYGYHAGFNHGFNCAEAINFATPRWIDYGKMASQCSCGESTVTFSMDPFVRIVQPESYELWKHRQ
GoLoco inh red – qHTS Assay for Inhibitors of RGS12 GoLoco Motif Activity (Red Fluorophore); Guanine nucleotide-binding protein G(i) subunit alpha-1 (Homo sapiens), P63096; Gai1:RGS12 GoLoco peptide FP, rhodamine, 10 min; Potency, µM (highest dose often 61.6 µM), for the others: at the highest dose activity, negative = inhibition, usual class: inhibitors; hit rate 0.44% among 230,000; active = well fitted inhibition curve with a large enough effect, not every such curve was filed as active; inactive = no such curve, though single readings can be large or run the other way; note: % is set by controls: 0 for no effect and ±100 for the full control effect; nearly all actives have a fitted effect of over 30% in size; many of its hits are not listed in these tables
GAA spleen mod – qHTS Assay for Inhibitors and Activators of Human alpha-Glucosidase From Spleen Homogenate. human spleen homogenate, 4-MU-alpha-glucoside fluorescence. Potency, µM (series often up to 79.9 µM), for the others: top-dose activity change, negative = inhibition, usual class: inhibitors. hit rate 0.006% among 240,000. Lysosomal alpha-glucosidase (Homo sapiens), P10253;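 note: 0% = enzyme with vehicle and -100% = no enzyme basal signal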
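Enzyme source: human spleen homogenate, 1 ug/well. Buffer 50 mM citric acid/K phosphate pH 5.0, 0.01% Tween-20. 4-MU-alpha-glucoside 1 mM; 37 C x 40 min; NaOH/glycine stop; fluorescence.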
aGal spleen mod – qHTS Assay for Inhibitors and Activators of Human alpha-Galactosidase From Spleen Homogenate. Alpha-galactosidase A (Homo sapiens), P06280. Potency, µM (titrated, usually from 80 µM), inactives show top-dose activity change, negative = inhibition, most hits filed as inhibitors. human spleen homogenate, 4MU-alpha-Gal fluorescence, 40 min. hit rate 0.008% among 240,000;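 note: 0% = enzyme with vehicle and -100% = no enzyme basal signal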
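Human spleen homogenate (1 ug) was the enzyme source, with 4-methylumbelliferyl-alpha-D-galactopyranoside (1 mM final) in pH 5.0 citrate buffer with 0.01% Tween-20. Compounds were titrated; after 40 min at 37C, NaOH/glycine stop, 4-MU fluorescence read; AC50 from Hill fits.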
GAA glycogen – qHTS Assay for Inhibitors and Activators of Human alpha-Glucosidase Cleavage of Glycogen | AID 2100, 2009 | recombinant GAA, glycogen substrate, Amplex Red glucose oxidase fluorescence | Potency, µM (doses to about 76.4 µM), for the others: top-dose activity change, negative = inhibition, actives largely listed as inhibitors | hit rate 0.38% among 300,000 | Lysosomal alpha-glucosidase (Homo sapiens), P10253;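 note: 0% = full enzyme reaction and -100% = no-enzyme basal signal; the screen sought inhibitors and activators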
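qHTS, 1536-well; enzyme 4 nM final; cpd up to 77 uM; substrate bovine liver glycogen 30 ug; 50 mM citrate/phosphate pH 5.0, 0.01% Tween-20; 37 C, 40 min; Amplex Red detection 45 min RT; Hill fit → AC50.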
ALDH1A1 inh – qHTS Assay for Inhibitors of Aldehyde Dehydrogenase 1 (ALDH1A1). AID 1030, 2008. hit rate 7.3% among 220,000. Purified ALDH1A1, NADH fluorescence, propionaldehyde substrate. Potency, µM (doses to about 75.3 µM), inactives show at the highest dose activity, negative = inhibition, usual class: inhibitors. Aldehyde dehydrogenase 1A1 (Homo sapiens), P00352; active = well fitted inhibition curve with a large enough effect, not every such curve was filed as active; inconclusive = small, poorly fitted or top-dose-only effect, or another doubt; inactive = no such curve, though single readings can be large or run the other way;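 note: plate controls were no enzyme wells and a reference inhibitor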
Target sequence (P00352 whole entry, looked up): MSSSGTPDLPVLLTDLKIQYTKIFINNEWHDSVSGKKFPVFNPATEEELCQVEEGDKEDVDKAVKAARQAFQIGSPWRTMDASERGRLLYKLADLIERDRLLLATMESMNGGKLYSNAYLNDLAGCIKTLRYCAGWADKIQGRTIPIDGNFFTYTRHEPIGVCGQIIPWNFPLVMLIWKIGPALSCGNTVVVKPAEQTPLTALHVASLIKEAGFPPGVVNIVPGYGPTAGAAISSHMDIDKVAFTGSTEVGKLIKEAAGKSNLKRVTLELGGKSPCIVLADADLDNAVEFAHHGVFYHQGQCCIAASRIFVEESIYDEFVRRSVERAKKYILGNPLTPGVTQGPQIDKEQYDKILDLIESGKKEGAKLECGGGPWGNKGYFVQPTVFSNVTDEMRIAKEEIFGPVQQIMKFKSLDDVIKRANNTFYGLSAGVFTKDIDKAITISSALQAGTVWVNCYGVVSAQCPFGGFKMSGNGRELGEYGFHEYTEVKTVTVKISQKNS
SMN2 splice up – qHTS Assay for Enhancers of SMN2 Splice Variant Expression. AID 1458, 2008. hit rate 2.8% among 210,000. HEK293 SMN2-luciferase splicing reporter, luminescence, 30-36 h. Potency, µM (doses to about 46.1 µM), for inactives: top-dose activity change, positive = activation, most hits filed as activators; note: % of control where 0% means no effect; nearly all actives have a fitted effect of over 55% in size
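HEK293 cells carry an SMN2 […]–luciferase reporter in which exon 7 inclusion puts luciferase in frame. Cells were plated 10-12 h before compound addition, then incubated 30-36 h at 37C. ONE-Glo luminescence was read; sodium butyrate at 4.5 mM final served as control.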
Numbers without * were called inactive; ? = inconclusive; / = no result given; [ ] = remark or other dose. Unless noted, calls come from the whole dose curve; as a rule, active = well fitted curve in the direction sought with a large enough effect; inconclusive = small, poorly fitted or top-dose-only effect, or another doubt; inactive = no such curve, though single readings can be large; an effect the other way counts as inactive or inconclusive. Potency is the fitted concentration of half-maximal effect. These rows are one share of the data. The share of hits here may be higher or lower than overall.

SMILES	GAA inhib	KDM4E inh	GoLoco inh red	GAA spleen mod	aGal spleen mod	GAA glycogen	ALDH1A1 inh	SMN2 splice up
CC(=O)Nc1ccc(NC(=O)C(C)OC(=O)c2ccc(OCc3c(C)noc3C)cc2)cc1 (configuration not stated)	-4%	2%	-26%	-2%	3%	3%	7%	28%
O=S(=O)(c1ccccc1)N1CC=C(c2ccccc2)CC1	-7%	-6%	6%	6%	-3%	1%	?	1%
O=C1CC(NCCN2CCOCC2)C(=O)N1Cc1ccc(N2CCCC2=O)cc1 (configuration not stated)	3%	1%	1%	-9%	4%	1%	?	4%
O=C(COc1cccc2ccccc12)N/N=C/c1ccccc1OCc1ccc(C(=O)O)cc1	-7%	-15%	7%	-1%	8%	/	-10%	-46%[inhibitor]
COc1ccc(NC(=O)C2CCN(S(=O)(=O)c3ccc(C)cc3)CC2)cc1OC	-11%	0%	-1%	-20%	5%	-2%	-6%	-11%
CC1CC(=O)N(CC(=O)NCc2ccco2)c2ccccc2S1 (configuration not stated)	-7%	-5%	1%	-19%	1%	8%	-10%	-6%
O=C(c1ccccc1)c1ncc(C(F)(F)F)cc1Cl	-11%	-2%	-15%	10%	?	-11%	-6%	5%
CC(=O)Nc1ccc(Nc2c3c4c(cccc4n(C)c2=O)C(=O)c2ccccc2-3)cc1	-1%	0%	14µM*	-6%	-3%	13%	-2%	9%
CC(=O)Nc1ccc(S(=O)(=O)Nc2ccc(F)c([N+](=O)[O-])c2)cc1	?	8%	2%	1%	-5%	9%	?	/
CC(=O)OCC(=O)C1CCC2C3CCC4=CC(=O)CC[C@@]4(C)C3CC[C@]12C (some centres not stated)	/	-4%	11%	9%	4%	/	?	-6%
CCn1c(SCC(=O)Nc2ccc(C(C)=O)cc2)nc2nc3c(cc2c1=O)COC(C)(C)C3	/	5%	-8%	0%	4%	-13%	/	/
CCOC(=O)c1sc(NC(=O)CSc2nc3c(c(=O)n2-c2ccccc2)SCC3)c(C(=O)OCC)c1C	0%	7%	7%	-1%	2%	5%	3%	-12%
CCOC(=O)C=C(C(=O)OCC)C(=O)OCC	/	-1%	-28%	3%	-2%	14%	-4%	/
CCn1c(-c2cc(OC)ccc2OC)csc1=Nc1c(C)n(C)n(-c2ccccc2)c1=O	-3%	-5%	-6%	9%	9%	-2%	22µM*	-89%[inhibitor]
Cc1ccc(-n2c(=O)c3sccc3n(CC(=O)NCc3ccco3)c2=O)cc1F	-1%	0%	-6%	-8%	7%	10%	?	-16%

Ten compounds from above, sorted by molar mass, lowest first:
SMILES	GAA inhib	KDM4E inh	GoLoco inh red	GAA spleen mod	aGal spleen mod	GAA glycogen	ALDH1A1 inh	SMN2 splice up
CCOC(=O)C=C(C(=O)OCC)C(=O)OCC	/	-1%	-28%	3%	-2%	14%	-4%	/
O=S(=O)(c1ccccc1)N1CC=C(c2ccccc2)CC1	-7%	-6%	6%	6%	-3%	1%	?	1%
CC1CC(=O)N(CC(=O)NCc2ccco2)c2ccccc2S1 (configuration not stated)	-7%	-5%	1%	-19%	1%	8%	-10%	-6%
CC(=O)Nc1ccc(S(=O)(=O)Nc2ccc(F)c([N+](=O)[O-])c2)cc1	?	8%	2%	1%	-5%	9%	?	/
CC(=O)OCC(=O)C1CCC2C3CCC4=CC(=O)CC[C@@]4(C)C3CC[C@]12C (some centres not stated)	/	-4%	11%	9%	4%	/	?	-6%
CC(=O)Nc1ccc(Nc2c3c4c(cccc4n(C)c2=O)C(=O)c2ccccc2-3)cc1	-1%	0%	14µM*	-6%	-3%	13%	-2%	9%
Cc1ccc(-n2c(=O)c3sccc3n(CC(=O)NCc3ccco3)c2=O)cc1F	-1%	0%	-6%	-8%	7%	10%	?	-16%
COc1ccc(NC(=O)C2CCN(S(=O)(=O)c3ccc(C)cc3)CC2)cc1OC	-11%	0%	-1%	-20%	5%	-2%	-6%	-11%
CCn1c(-c2cc(OC)ccc2OC)csc1=Nc1c(C)n(C)n(-c2ccccc2)c1=O	-3%	-5%	-6%	9%	9%	-2%	22µM*	-89%[inhibitor]
CCOC(=O)c1sc(NC(=O)CSc2nc3c(c(=O)n2-c2ccccc2)SCC3)c(C(=O)OCC)c1C	0%	7%	7%	-1%	2%	5%	3%	-12%

Going on with the list.
SMILES	GAA inhib	KDM4E inh	GoLoco inh red	GAA spleen mod	aGal spleen mod	GAA glycogen	ALDH1A1 inh	SMN2 splice up
Cc1ccc(C2CC(C(F)(F)F)n3nc(C(=O)NCC4CCCO4)cc3N2)cc1 (configuration not stated)	-3%	6%	4%	2%	4%	2%	2%	-16%
O=C(Nc1ccc(S(=O)(=O)N2CCOCC2)cc1)c1ccc2c(c1)OCO2	/	-1%	-6%	-4%	4%	-15%	/	/
O=c1cc[nH]c2ccc(OC(F)(F)F)cc12	/	-4%	1%	-13%	-7%	12%	/	/
Cc1noc(C)c1CSc1nnc2ccc3ccccc3n12	-4%	-7%	1%	-9%	2%	5%	3%	18%
COc1ccc(NC(=O)C2CCCN(S(=O)(=O)c3cccc4nonc34)C2)c(OC)c1 (configuration not stated)	-2%	-3%	5%	2%	-2%	0%	-6%	-11%
CCOc1ccc(OCC)c(S(=O)(=O)NCc2cccnc2)c1	6%	-1%	3%	-2%	-3%	-1%	?	20%
COCCCNC(=S)NCCNc1nc2cc(C)c(C)cc2cc1C#N	12%	?	2%	-5%	11%	10%	?	-13%
O=C(c1nsnc1-c1ccccc1O)N1CCCCC1	-1%	0%	4%	-9%	-5%	3%	4%	4%
Cc1cc(=O)oc2cc(NC(=O)CC3(CC(=O)O)CCCC3)ccc12	11%	?	0%	6%	16%	5%	?	/
CCN(CC)C(=O)c1ccccc1NC(=O)c1ccccc1C	6%	0%	8%	-3%	-10%	-3%	3%	-22%
O=C(CC(Nc1ccc(Cl)cc1)C(=O)O)c1ccccc1 (configuration not stated)	4%	20%	5%	-7%	-2%	?	1%	18µM*
COc1ccc(OCc2nc(C#N)c(N3CCN(c4ccc(OC)cc4)CC3)o2)cc1	-2%	-8%	8%	-9%	10%	-8%	-8%	-36%[inhibitor]
O=c1c(-c2ccccc2)nc2cnc(N3CCNCC3)nc2n1-c1ccccc1	/	/	6%	7%	?	/	?	/
Cn1c(=O)oc2cc(S(=O)(=O)N3CCN(c4ccc(F)cc4)CC3)ccc21	-1%	2%	21%	-3%	-8%	0%	6%	-4%
Cc1ccc(NC(=O)C[n+]2cc(-c3ccc(C)cc3)n3c2CCC3)cc1	-2%	12%	4%	-1%	-3%	5%	6%	/
CCCCCCSc1nnc2[nH]c(=O)cc(N)n12	-3%	3%	4%	3%	9%	-5%	3%	20%
O=C(/C=C/c1ccccc1Cl)N(Cc1ccc(Cl)cc1)C1CCS(=O)(=O)C1 (configuration not stated)	5%	-3%	-1%	6%	6%	-7%	-6%	?
N#CCCNC(=O)Cn1c(COc2ccc(Cl)cc2)nc2ccccc21	6%	3%	7%	-2%	-1%	15%	13%	13%
COc1ccc(C(=O)Nc2ccccc2C(=O)N/N=C/c2cccc3ccccc23)cc1	-7%	?	6%	1%	1%	-6%	?	-60%[inhibitor]
COc1ccc2nc(COC(=O)c3cccs3)c(C(C)=O)[n+]([O-])c2c1	/	?	-13%	2%	11%	-10%	/	/
COc1ccc(CC(=O)c2ccc(O)cc2O)cc1OC	2%	5%	-8%	-5%	0%	-1%	3%	20%
COc1ccc(C(=O)Nc2c(-c3cccs3)c(=O)c3ccccc3n2C)cc1	/	-2%	6%	0%	5%	7%	/	/
N#C/C(=C\c1ccc(OCC(N)=O)cc1)S(=O)(=O)c1ccccc1	-2%	?	9%	4%	5%	14%	?	10%
Cc1cc(C)c(S(C)(=O)=O)c(N(C)N)n1	-1%	-2%	2%	-4%	-4%	?	6%	-8%
CCOC(=O)C1=NN(C(=O)c2ccc(OC)cc2)C(O)(c2ccc(Cl)cc2)C1 (configuration not stated)	-16%	-25%	6%	-16%	-5%	?	18µM*	12%
NNc1nnnc2c1sc1nc(N3CCOCC3)c3c(c12)CCCC3	/	-17%	8%	1%	-5%	-3%	/	/
COc1ccc(N2CCCCn3c2nc2c3c(=O)n(C)c(=O)n2C)cc1	3%	3%	7%	0%	0%	11%	10%	-6%
O=C(NCCO)/C(=C\c1ccc([N+](=O)[O-])o1)NC(=O)c1ccccc1	-6%	-2%	6%	7%	-7%	3%	-8%	10%
CCOC(=O)C(C)N1N=C(/C=C/c2ccc(C)cc2)CCC1=O (configuration not stated)	-5%	-11%	0%	8%	9%	-3%	-1%	-19%
CSc1cc(C)nc(N(C)C(C)=O)n1	-4%	1%	-7%	-11%	-1%	12%	8%	-18%
CC(C)Oc1ccc(C(=O)NC2CCS(=O)(=O)C2)cc1 (configuration not stated)	0%	10%	-8%	0%	1%	1%	?	-6%
COCCn1c(=O)c(-c2ccccc2)nc2cnc(OC)nc21	/	/	-3%	-7%	6%	/	?	/

Three compounds out of the list above, ordered by their value in aGal spleen mod, descending.
| structure | GAA inhib | KDM4E inh | GoLoco inh red | GAA spleen mod | aGal spleen mod | GAA glycogen | ALDH1A1 inh | SMN2 splice up |
| --- | --- | --- | --- | --- | --- | --- | --- | --- |
| O=C(Nc1ccc(S(=O)(=O)N2CCOCC2)cc1)c1ccc2c(c1)OCO2 | / | -1% | -6% | -4% | 4% | -15% | / | / |
| NNc1nnnc2c1sc1nc(N3CCOCC3)c3c(c12)CCCC3 | / | -17% | 8% | 1% | -5% | -3% | / | / |
| CCN(CC)C(=O)c1ccccc1NC(=O)c1ccccc1C | 6% | 0% | 8% | -3% | -10% | -3% | 3% | -22% |

High-throughput results: PubChem, National Center for Advancing Translational Sciences (NCATS)
